Epigenetic derep – regulators of epigenetic silencing causing reporter derepression in mouse cells. murine LDR cells, GFP reporter derepression, 30 h. Potency, µM (highest dose often 53.9 µM), without a hit: at the highest dose GFP activation, actives largely listed as activators. hit rate 0.2% among 280,000; further: potency means the concentration at half of the fitted maximal effect; % of control where 0% means no effect; nearly all actives have a fitted effect of over 60% in size
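Derepression of a silenced CMV-GFP reporter in murine LDR cells is scored by enumerating GFP-positive cells with a laser-scanning microplate cytometer after 30 hours of treatment at 37 C.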
NPSR antag – blocks cAMP signaling of the human neuropeptide S receptor; Q6W5P4; CHO-NPSR cells, cAMP TR-FRET, antagonist mode; Potency, µM (top dose mostly 38.3 µM), without a hit: at the highest dose activity change, negative = inhibition, most hits filed as inhibitors; hit rate 1% among 220,000; AID 1461; further: potency means the concentration at half of the fitted maximal effect; on the % scale 0 is the no-effect control and ±100 the full control effect; nearly all actives have a fitted effect of over 50% in size; many of its hits are not listed in these tables
Target sequence (Q6W5P4 whole entry, looked up): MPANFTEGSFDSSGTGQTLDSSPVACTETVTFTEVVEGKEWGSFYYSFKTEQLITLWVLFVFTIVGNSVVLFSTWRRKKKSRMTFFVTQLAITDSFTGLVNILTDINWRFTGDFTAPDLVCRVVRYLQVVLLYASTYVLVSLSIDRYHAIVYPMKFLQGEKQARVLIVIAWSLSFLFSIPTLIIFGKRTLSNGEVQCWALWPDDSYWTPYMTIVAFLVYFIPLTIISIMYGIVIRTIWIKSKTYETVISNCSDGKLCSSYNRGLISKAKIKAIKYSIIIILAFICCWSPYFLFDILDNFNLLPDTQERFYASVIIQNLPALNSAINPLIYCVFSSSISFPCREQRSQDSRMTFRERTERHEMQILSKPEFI
CBFb RUNX1 block – blocks binding between human CBF-beta and RUNX1; Potency, µM (top dose mostly 59.8 µM), inactives show top-dose activity, negative = inhibition, actives largely listed as inhibitors; 230,000 tested, under 10 active; AID 1477; AlphaScreen CBFb-His/RUNX1-biotin binding, biochemical; further: % of control where 0% means no effect
Target sequence (Q01196 whole entry, looked up): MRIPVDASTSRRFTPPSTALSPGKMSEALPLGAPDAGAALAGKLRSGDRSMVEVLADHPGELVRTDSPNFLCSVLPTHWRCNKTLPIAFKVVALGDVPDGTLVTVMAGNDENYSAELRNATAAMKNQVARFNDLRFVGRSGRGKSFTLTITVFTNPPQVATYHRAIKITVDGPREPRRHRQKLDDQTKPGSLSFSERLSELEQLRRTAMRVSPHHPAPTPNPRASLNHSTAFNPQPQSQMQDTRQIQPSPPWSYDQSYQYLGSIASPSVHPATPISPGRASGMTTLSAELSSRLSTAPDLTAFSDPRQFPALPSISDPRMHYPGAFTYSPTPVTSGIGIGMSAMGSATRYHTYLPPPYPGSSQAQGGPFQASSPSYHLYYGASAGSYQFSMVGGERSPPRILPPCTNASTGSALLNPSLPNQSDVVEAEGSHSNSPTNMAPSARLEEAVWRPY
Target sequence (Q13951 whole entry, looked up): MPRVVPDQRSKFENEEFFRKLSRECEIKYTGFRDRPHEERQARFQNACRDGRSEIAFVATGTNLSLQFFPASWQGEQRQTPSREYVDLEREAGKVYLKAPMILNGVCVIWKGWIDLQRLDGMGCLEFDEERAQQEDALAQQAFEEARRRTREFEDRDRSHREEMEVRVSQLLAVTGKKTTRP
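Compounds were screened at multiple concentrations against a preformed CBF-beta(His)/RUNX1(biotin) complex (30 nM of each) for 15 min at room temperature, followed by 90 min with nickel and streptavidin beads and AlphaScreen reading.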
IMPase Li inh – membrane-permeable IMPase blocker, potentiated with lithium; CHO-M1 cells, IP1 TR-FRET (IP-One), carbachol + lithium; hit rate 0.35% among 210,000; Potency, µM (titrated, usually from 59.4 µM), inactives show at the highest dose activity, negative = IMPase inhibition, usual class: inhibitors;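 further: IP1 builds up when IMPase is blocked and the TR-FRET signal falls; potency means the concentration at half of the fitted maximal effect; plate controls were basal vehicle for no effect and high inhibitor control for full effect; nearly all actives have a fitted effect of over 50% in size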
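Lithium-sensitised IP1 accumulation assay; M1-expressing CHO cells treated 30 min at 37C with compound. Competitive antibody detection by time-resolved FRET followed a 10 min room-temperature lysis step.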
LMNA splice mod – changes lamin A minigene splicing in HeLa cells | Potency, µM (titrated, usually from 46.1 µM), for the others: at the top dose ratio change, negative = inhibition, usual class: inhibitors | hit rate 0.01% among 200,000 | HeLa LMNA splicing GFP/RFP minigene ratio, 48 h; active means well fitted inhibition curve with a large enough effect in the signal ratio, with a control signal flat, not every such curve was filed as active; inconclusive means small, poorly fitted or top-dose-only effect, or effect the other way, or a change in a side signal; the % refers to the signal ratio; further: potency means the concentration at half of the fitted maximal effect; on the % scale 0 is the no-effect control and ±100 the full control effect
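Read-out is the ratio of GFP to DsRed2 object intensity, acquired by 488 nm laser-scanning cytometry on HeLa lamin A-EGFP minigene reporter cells. Compound incubation 48 hrs at 37 °C in Opti-MEM with 2% FBS; DMSO 0.5% final.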
Luc counter – counter-screen: inhibitors of Kinase-Glo firefly luciferase; Q27757; hit rate 0.28% among 200,000; Kinase-Glo luciferase, ATP luminescence, 8 min; Potency, µM (series often up to 38.3 µM), for the others: at the top dose activity change, negative = inhibition, most hits filed as inhibitors; further: potency means the concentration at half of the fitted maximal effect; on the % scale 0 is the no-effect control and ±100 the full control effect; nearly all actives have a fitted effect of over 60% in size
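Compound is pinned into ATP-containing buffer (10 uM ATP, imidazole pH 7.2, 7 mM MgCl2). Kinase-Glo luciferase reagent is then added. Light output is recorded following an 8-min room-temperature incubation.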
HttQ103 aggreg – inhibitors of mutant huntingtin aggregate formation in PC12 cells. PC12 HttQ103-GFP aggregates, Acumen cytometry, 40 h. Potency, µM (top dose mostly 46.1 µM), without a hit: at the highest dose activity change, negative = inhibition, most hits filed as inhibitors. hit rate 1.1% among 220,000; further: potency means the concentration at half of the fitted maximal effect; on the % scale 0 is the no-effect control and ±100 the full control effect; nearly all actives have a fitted effect of over 60% in size
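Quantitative HTS on tebufenozide-induced (100 nM) PC12 cells stably expressing polyQ103 Huntingtin exon 1–GFP. Reduction of bright GFP aggregates, detected by laser scanning cytometry after lysis, identified actives across the titration.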
An asterisk follows results filed as active; ? = inconclusive; . = no result given; & = joins results of further samples; [ ] = dose if it differs, or a comment. Unless noted, the call rests on the fitted dose curve; in most records, active means well fitted curve in the direction sought with a large enough effect; inconclusive means small, poorly fitted or top-dose-only effect, or another doubt; inactive means no such curve, though single readings can be large; an effect the other way counts as inactive or inconclusive. This is a subset; rates above refer to the full screens.

Sequence of screens: Epigenetic derep | NPSR antag | CBFb RUNX1 block | IMPase Li inh | LMNA splice mod | Luc counter | HttQ103 aggreg
CCOc1ccc(CNc2ccc3c(c2)nc(C)n3C)cc1
  0.0% | -11%[46.1 µM] | 1% | 52%[activator][38.3 µM] | 19% | -3% | -9%
Cc1ccc(NC(=O)CN(C)C(=O)c2nn(C)c(=O)c3ccccc23)cc1
  -0.2% | -34% | 1% | . | . | . | 1%[9.22 µM]
COc1ccc(N2CCN(C3CC(=O)N(Cc4ccc(N5CCCC5=O)cc4)C3=O)CC2)cc1 (configuration not stated)
  -0.1% | -13%[46.1 µM] | 2% | -3%[38.3 µM] | 3%[0.0737 µM] | 1% | -6%
COc1ccc(/C=N/NC(=O)C[n+]2ccccc2)c(OC)c1OC
  0.0% | 12% | 1% | 4% | -8% | -1% | -10%
COC(=O)C(NC(=O)c1ccco1)(Nc1nc(C)cs1)C(F)(F)F (configuration not stated)
  0.8% | -10%[46.1 µM] | 0% | -2%[38.3 µM] | 10% | 14% | -5%[9.22 µM]
Cc1cccc(CN2CCN(CCCc3ccccc3)CC2)c1
  2.0% | 36% | 0% | 27% | . | 1% | 10%[9.22 µM]
O=C1NC(c2ccc(Cl)cc2)=COc2ccccc21
  -3.0% | 5% | -17% | 4% | 3%[46 µM] | 5% | -10%
COC(=O)Nc1ccc(S(=O)(=O)Nc2ccc(C)cc2)cc1
  0.7% | -5%[46.1 µM] | 1% | 17%[38.3 µM] | -15% | -4% | 10%[9.22 µM]
CCNC(=S)N1CCN(CCNC2=CC(=O)CC(C)(C)C2)CC1
  -2.0% | 2% | 1% | 11% | 17%[46 µM] | 1% | 8%
CCCCC[C@H](O)/C=C/C=C\C/C=C\C/C=C\CCCC(=O)O
  2.1%&0.0% | . | 22%&0% | -12%&-6% | . | -5% | .

Next part (two carried over from the part before).
Sequence of screens: Epigenetic derep | NPSR antag | CBFb RUNX1 block | IMPase Li inh | LMNA splice mod | Luc counter | HttQ103 aggreg
CCNC(=S)N1CCN(CCNC2=CC(=O)CC(C)(C)C2)CC1
  -2.0% | 2% | 1% | 11% | 17%[46 µM] | 1% | 8%
CCCCC[C@H](O)/C=C/C=C\C/C=C\C/C=C\CCCC(=O)O
  2.1%&0.0% | . | 22%&0% | -12%&-6% | . | -5% | .
CC(C)CCNC(=O)c1cccc(S(=O)(=O)N2CCc3ccccc32)c1
  -0.7% | -19%[46.1 µM] | 4% | 37%[activator][38.3 µM] | ? | -3% | -14%
O=C(CSC1=NCCS1)N1CCc2ccccc21
  0.0% | -5%[46.1 µM] | 7% | 17%[38.3 µM] | -26% | -5% | 3%
CC(C)CCNC(=O)C1CCN(c2nnc(-n3cccc3)s2)CC1
  0.0% | -7%[46.1 µM] | 6% | 26%[38.3 µM] | -2% | -3% | -7%
Cc1ccc(C2c3c(oc4ccccc4c3=O)C(=O)N2CCCN2CCOCC2)o1 (configuration not stated)
  -2.9% | 1%[46.1 µM] | 4% | 24%[38.3 µM] | -3% | -3% | ?
COc1ccc(C(=O)OCC(=O)NCc2ccco2)cc1S(=O)(=O)N1CCN(c2cccc(Cl)c2)CC1
  3.8% | -16%[46.1 µM] | -10% | 16%[38.3 µM] | ? | -4% | 23%
CN(CC(=O)NCCc1ccc(F)cc1)Cc1cccc(Cl)c1
  -2.6% | -26% | 3% | 25% | 6%[46 µM] | 7% | 19%
Cc1ccc(S(=O)(=O)NC(C)(C)CSc2nncn2C)cc1
  0.0% | -16%[46.1 µM] | 1% | 42%[activator][38.3 µM] | 8% | 0% | 8%
O=C1CC(NCc2ccncc2)C(=O)N1c1ccccc1 (configuration not stated)
  2.0% | -11%[46.1 µM] | -3% | 20%[38.3 µM] | -4% | -1% | 1%
O=C(CCc1c[nH]c2ccccc12)N=Nc1c(O)[nH]c2ccccc12
  -4.2% | -19% | -21% | -1% | . | 1% | 14%
COc1ccc(/C=N/NC(=O)c2cc(C34CC5CC(CC(C5)C3)C4)[nH]n2)cc1O
  0.0% | -28%[46.1 µM] | 4% | 25%[38.3 µM] | 8% | 0% | 9%
NC1CCCCC1N=Cc1c(O)n(CCc2ccc(F)cc2)c(=O)[nH]c1=O (configuration not stated)
  -4.1% | -24%[7.67 µM] | 4% | 13%[38.3 µM] | 6% | -1% | 33%
Cc1snc2sc(C(=O)c3ccc(Br)cc3)c(N)c12
  ? | -6%[46.1 µM] | 5% | 22%[38.3 µM] | 9% | -1% | -17%
CCCc1cc(C(=O)NNC(=S)NCc2ccccc2)cs1
  0.0% | -5%[46.1 µM] | 6% | -6%[38.3 µM] | ? | -2% | -6%
COc1ccc(/C=C/C(=O)NC(=S)NNC(=O)Cc2cccs2)cc1OC
  -0.3% | -5%[46.1 µM] | 1% | 8%[38.3 µM] | -11% | -2% | ?
O=C(CC1CCCCC1)NCCCN1CCOCC1
  0.9% | -6%[46.1 µM] | 3% | 0%[38.3 µM] | 6% | -1% | 4%
COc1ccccc1-n1c(=O)c(C#N)c(-c2ccc([N+](=O)[O-])cc2)c2cc(C(=O)c3ccccc3O)cnc21
  -0.9% | -20% | -26% | . | . | . | -6%[9.22 µM]
COc1ccccc1NC(=O)c1nnn(Cc2ccccc2)c1NC(C)=O
  -1.0% | ? | -3% | . | 0% | . | 11%
CN(C)CCc1c[nH]c2ccc(CC3COC(=O)N3)cc12 (configuration not stated)
  -1.3% | . | . | 13% | ? | -6% | 5%
Cc1sc2nc(C)n(/N=C/c3ccc(O)cc3)c(=O)c2c1C
  1.6% | 0%[46.1 µM] | -1% | 37%[activator][38.3 µM] | 4% | -3% | 4%
c1ccc(-c2ccccc2OCCN2CCCCC2)cc1
  0.0% | -15% | 11% | 6% | 3% | -1% | 0%
COc1ccc(S(=O)(=O)NCC2CCCN(C(=O)c3cccnc3C)C2)cc1 (configuration not stated)
  -0.5% | -13% | -1% | -2% | 14%[46 µM] | -2% | 4%[9.22 µM]
COC(=O)c1[nH]c2cc(OC)ccc2c1N=CN(C)C
  -1.0% | 13% | 1% | . | . | . | 10%[9.22 µM]
C=CCc1cccc(OC)c1OCCOCCn1ccnc1
  -0.9% | 16% | ? | 6% | -6% | -1% | -3%
COc1cccc(CNC(=O)c2c[nH]n3c(=O)c(Cl)c(C)nc23)c1
  -2.2% | 4% | -12% | -8% | -2% | 3% | 18%
CCCCN(C(=O)COc1ccc(C)cc1OC)c1c(N)n(CCC)c(=O)[nH]c1=O
  -2.4% | 3% | 13% | . | . | . | -7%[9.22 µM]
COc1ccccc1CNC(=O)CSc1ccc(-c2cccs2)nn1
  -2.6% | -12% | -7% | -16% | . | -3% | 8%
COc1ccc(-c2cn[nH]c2N)cc1
  2.6% | -14%[46.1 µM] | 4% | 5%[38.3 µM] | 7% | -1% | -18%
Cc1ccc(S(=O)(=O)N2CCC(=O)N(CCOCc3ccc(C(F)(F)F)cc3)CC2)cc1
  0.3%&1.2% | 3% | -2% | 13%&18% | ? | 2%[39.9 µM] | -20%
Cc1cccnc1Nc1nc(-c2ccccn2)cs1
  ? | 0.79µM* | ? | 20%[38.3 µM] | ? | -7% | ?
COc1ccccc1[C@H]1C(c2cccc(Cl)c2)=NN(c2ccccc2)[C@@H]1CO
  -0.8% | . | ? | -11% | . | -5%[39.9 µM] | .
CCCNC(=O)c1ccc(Cl)c(Cl)c1
  -1.1% | 12%[46.1 µM] | 2% | -5%[38.3 µM] | -1% | -2% | -6%
OCCC1CN(Cc2nc3c(s2)CCCC3)CCN1Cc1ccsc1 (configuration not stated)
  1.1% | -8% | -4% | 11% | ? | -2% | 42%[9.22 µM]
CCOC(=O)C(C(C)=O)c1c(Br)c(O)c(O)c2c(C(=O)c3ccc(C)cc3)coc12 (configuration not stated)
  0.4% | ? | -27% | 26%[38.3 µM] | ? | -5% | ?
COc1ccccc1N(CN1C(=O)c2ccccc2C1=O)C(=O)c1cccnc1
  0.4% | -19%[46.1 µM] | -15% | -3%[38.3 µM] | 7% | 13% | 14%[9.22 µM]
N#Cc1cc2c(=O)n3ccccc3nc2n(CCCN2CCOCC2)c1=O
  -3.5% | 1%[46.1 µM] | 2% | . | -7% | . | 3%
N#Cc1ccc(C(c2nnnn2C2CCCC2)N2CCC(Cc3ccccc3)CC2)cc1 (configuration not stated)
  -0.2% | -26%[46.1 µM] | 0% | -4%[38.3 µM] | 3% | -5% | -10%
CC(=O)N1CCN(C2=NC(=O)/C(=C\c3cccs3)S2)CC1
  -0.4% | 35% | -2% | 2% | ? | 1% | 8%[9.22 µM]
Cc1ccc(S(=O)(=O)N2CCc3ccccc3C2CN2C(=O)c3ccccc3C2=O)cc1 (configuration not stated)
  -2.2% | -29%[46.1 µM] | -5% | 11% | ? | 1% | -17%
Cc1ccccc1-n1c(N)c(C(=O)Nc2ccc(F)cc2)sc1=S
  -5.2% | 8% | -10% | 8% | . | 1% | 36%
COC(=O)c1sc(S(=O)(=O)N2CCN(CCO)CC2)c(C(=O)OC)c1C
  1.4% | 4% | 0% | 6% | -1%[46 µM] | 0% | -4%
COc1ccc(/C=C2\CCc3ccccc3C2=O)cc1OC
  0.0% | -22%[46.1 µM] | -8% | 26%[38.3 µM] | ? | -6% | -29%
Cc1ccc(-n2c(SCC(=O)NCCN3C(=O)CSC3=O)nnc2-c2ccccc2F)cc1
  -0.9% | -8%[46.1 µM] | -4% | . | -6% | . | 8%
O=C(COc1ccccc1)N1CCCC1
  0.0% | 4% | 3% | -9% | . | 1% | 1%
CCOC(=O)c1[nH]c(C)c(/C=N/O)c1C
  0.1% | -1%[46.1 µM] | 1% | 0%[38.3 µM] | 0% | -1% | ?
C/C(=N\O)C(=O)NCc1ccncc1
  0.0% | -2%[46.1 µM] | 6% | -10%[38.3 µM] | 0% | -6% | ?
COc1ccc(C(c2sc3ncnn3c2O)N2CCN(c3ccccc3F)CC2)cc1OC (configuration not stated)
  0.0% | -6%[46.1 µM] | 6% | 20%[38.3 µM] | -9% | -2% | -9%
O=C(/C=C\Nc1ccc(S(=O)(=O)Nc2ncccn2)cc1)c1cccc2ccccc12
  2.3% | -19% | 2% | . | . | . | -8%[9.22 µM]
CC1CCN(C(=O)C(C)c2ccc([N+](=O)[O-])cc2)CC1 (configuration not stated)
  1.1% | -22% | -9% | 10% | . | 0% | -4%
Cc1ccc(CSCC(=O)N2CCN(Cc3ccc4c(c3)OCO4)CC2)cc1
  -2.3% | -10%[46.1 µM] | 13% | 11% | ? | -3% | -6%
CSc1nnc(-c2sccc2OCc2ccccc2)n1C
  -1.2% | -9%[46.1 µM] | 2% | 5%[38.3 µM] | 6% | -2% | 10%
O=C(O)CCc1ccc(-c2ccc(F)cc2)n1NC(=O)c1ccco1
  0.9% | -11%[46.1 µM] | 7% | 25%[38.3 µM] | 9% | 0% | -30%
